# D2 ag: HTS Assay for Allosteric Agonists of the Human D2 Dopamine Receptor: Primary Screen for Agonists | HEK293 T-REx D2 cells, calcium flux agonist mode | activation, % at 2 µM | 0.53% of 340,000 active | AID 485358, 2010;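 active = activation over 3 SD above normal in the single-dose calcium agonist read, cut at about 30% in these data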; note: 0% is about no effect
# Target sequence (P14416 whole entry, looked up): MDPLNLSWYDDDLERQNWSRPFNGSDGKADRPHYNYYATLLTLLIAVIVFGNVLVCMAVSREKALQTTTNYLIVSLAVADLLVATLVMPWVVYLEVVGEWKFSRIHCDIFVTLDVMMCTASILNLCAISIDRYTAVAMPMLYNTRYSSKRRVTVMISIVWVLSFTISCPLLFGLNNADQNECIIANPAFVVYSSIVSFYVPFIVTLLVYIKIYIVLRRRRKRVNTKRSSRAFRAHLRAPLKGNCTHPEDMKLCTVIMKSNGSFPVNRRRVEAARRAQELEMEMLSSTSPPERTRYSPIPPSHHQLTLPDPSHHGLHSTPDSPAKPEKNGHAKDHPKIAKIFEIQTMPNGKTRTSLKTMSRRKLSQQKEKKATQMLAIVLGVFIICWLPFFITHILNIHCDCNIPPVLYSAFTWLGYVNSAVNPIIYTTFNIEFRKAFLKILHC
#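 Agonism is scored from calcium flux in a force-coupled, inducible HEK293 cell line expressing D2, read kinetically for 180 s after compound addition against dopamine controls.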
# TRHR ag: qHTS for Small Molecule Agonists and Allosteric Enhancers of Human TRH Receptor: Primary Screen for Agonists. activation, % at 2 µM. 0.18% of 360,000 active. TRHR cells, calcium flux fluo-8, FDSS agonist mode. AID 493084, 2011; in the data active = activation above about 30%; note: 0% is about no effect
# Target sequence (P34981 whole entry, looked up): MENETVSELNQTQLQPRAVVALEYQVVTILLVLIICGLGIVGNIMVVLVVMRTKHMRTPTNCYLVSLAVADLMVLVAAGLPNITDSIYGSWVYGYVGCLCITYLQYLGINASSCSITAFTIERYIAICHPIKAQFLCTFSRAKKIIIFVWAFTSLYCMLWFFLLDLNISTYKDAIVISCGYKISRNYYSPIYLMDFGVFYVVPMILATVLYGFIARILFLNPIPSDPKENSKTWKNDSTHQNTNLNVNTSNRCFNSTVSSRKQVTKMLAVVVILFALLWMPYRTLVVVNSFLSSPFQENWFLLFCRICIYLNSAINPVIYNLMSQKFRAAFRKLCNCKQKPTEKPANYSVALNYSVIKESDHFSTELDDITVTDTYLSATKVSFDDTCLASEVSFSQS
#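 TRHR-expressing cells loaded with fluo-8 calcium dye; 23 nL library compound pin-transferred, kinetic FDSS fluorescence (Ex 480/Em 530) recorded about 180 s for agonist-induced calcium release, before a 10 nM TRH EC20 addition for potentiator mode.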
# TRHR enhancer: qHTS for Small Molecule Agonists and Allosteric Enhancers of Human TRH Receptor: Primary Screen for Enhancers; AID 493056, 2011; enhancement, % at 2 µM; 0.66% of 360,000 active; TRHR cells, fluo-8 calcium fluorescence, EC20 TRH enhancement; Thyrotropin-releasing hormone receptor (Homo sapiens), P34981; in the data active = enhancement above about 30%; note: 0% is about no effect
#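 Enhancer read-out: after compound pinning and an initial kinetic agonist-mode read, an EC20 of TRH (10 nM final) was injected and fluo-8 calcium signal (Ex 480/Em 530) followed at 1 s/cycle for 100 cycles in TRHR-expressing cells.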
# PI4K2A block: qHTS for small molecular inhibitors of PI4K2A; 0.13% of 420,000 active; purified PI4K2A, ADP-Glo luminescence, 1 h; active compounds read low; activity change, negative = inhibition, % at 76.9 µM; Phosphatidylinositol 4-kinase type 2-alpha (Homo sapiens), Q9BTU6; in the data active = activity change below about -50%; inconclusive = mostly about -30% to -49%;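 note: -100% = wells without enzyme as full effect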
#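 ADP-Glo luminescence measured ADP generated by PI4K2A enzyme (4 ug/mL before mixing) with 1.2 mM PI substrate (pre-mix) and 300 microM ATP (pre-mix). Tris pH7.5 buffer with MgCl2, Triton X-100; 1 h reaction at ambient temperature.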
# D2 antagonist: HTS Assay for Allosteric Antagonists of the Human D2 Dopamine Receptor: Primary Screen for Antagonists; D(2) dopamine receptor (Homo sapiens), P14416; AID 485344, 2010; HEK293 TREx D2 cells, calcium flux, dopamine EC80; inhibition, % at 10 µM; 2% of 340,000 active; in the data active = inhibition above about 30%; note: 0% is about no effect
#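 Compounds are added to dye-loaded, induced HEK293 T-REx cells coupled to calcium release via D2; after a 3 min kinetic read an EC80 dopamine stimulus is given and fluorescence is recorded for 3 more min.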
# USP1 inh: Inhibitors of USP1/UAF1: Primary Screen; Ubiquitin carboxyl-terminal hydrolase 1 (Homo sapiens), O94782; recombinant USP1/UAF1, Ub-Rhodamine cleavage fluorescence; Potency, µM (highest dose often 57.1 µM), inactives show at the highest dose activity change, negative = inhibition, actives largely listed as inhibitors; 0.23% of 390,000 active; note: potency is the fitted concentration of half-maximal effect; % is set by controls: 0 for no effect and ±100 for the full control effect; nearly all actives have a fitted effect of over 60% in size; inactives centre near -12
#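 1 nM enzyme complex + cpd, 15 min RT; start with Ub-Rho 150nM final; kinetic fluorescence ex 480/em 540, 6 reads q60 s. Buffer 50mM HEPES pH 7.8, 0.5mM EDTA, 0.1 mg/ml BSA, 1mM TCEP, 0.01% Tween-20.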
# TrxR1 inh: qHTS Assay for Inhibitors of Mammalian Selenoprotein Thioredoxin Reductase 1 (TrxR1): qHTS; Thioredoxin reductase 1, cytoplasmic (Rattus norvegicus), O89049; recombinant rTrxR1, NADPH fluorescence consumption, selenite substrate; Potency, µM (doses to about 114 µM), for inactives: top-dose activity change, negative = inhibition, usual class: inhibitors; 1% of 390,000 active; note: potency is the fitted concentration of half-maximal effect; % is set by controls: 0 for no effect and ±100 for the full control effect; nearly all actives have a fitted effect of over 65% in size
#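 Rat TrxR1 (90 nM in the dispensed reagent) was pre-reduced with 400 uM NADPH for 5 min at room temperature, then incubated with compound for 15 min. After 400 uM selenite was added, NADPH fluorescence (Ex 340/Em 450 nm) was followed for 8 min.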
# TrxR1 substrate: qHTS Assay for Substrates of Mammalian Selenoprotein Thioredoxin Reductase 1 (TrxR1): qHTS. 0.01% of 390,000 active. purified TrxR1 substrate turnover, NADPH consumption readout. Thioredoxin reductase 1, cytoplasmic (Rattus norvegicus), O89049. Potency, µM (top dose mostly 114 µM), without a hit: at the top dose activity change, negative = substrate turnover. AID 588456, 2011; note: potency is the fitted concentration of half-maximal effect; % is set by controls: 0 for no effect and ±100 for the full control effect; nearly all actives have a fitted effect of over 50% in size
#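 Rat TrxR1, dispensed at 90 nM, was prereduced with 400 uM NADPH (final) for 5 min at ~22 deg C, then incubated with compound 15 min before 400 uM selenite. A first-read NADPH fluorescence drop versus no-compound background flagged substrates.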
# IDH1 R132H inh: qHTS for Inhibitors of mutant isocitrate dehydrogenase 1 (IDH1): qHTS; Isocitrate dehydrogenase [NADP] cytoplasmic (Homo sapiens), O75874; IDH1-R132H enzyme, NADPH consumption, diaphorase/resazurin fluorescence; Potency, µM (top dose mostly 76.6 µM), without a hit: at the top dose activity change, negative = inhibition, most hits filed as inhibitors; 0.093% of 390,000 active; note: potency is the fitted concentration of half-maximal effect; % is set by controls: 0 for no effect and ±100 for the full control effect; nearly all actives have a fitted effect of over 65% in size
#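 IDH1-R132H (0.5 ug/mL) preincubated 30 min with compound, then NADPH (0.016 mM) and alpha-KG (2 mM) added; 80 min at RT, pH 7.5. Remaining NADPH coupled via diaphorase/resazurin to fluorescence (540/590 nm); concentration-response curves normalized to no-enzyme control.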
# Starred values were filed as active, the others as inactive; ? = inconclusive; / = not tested or not shown; [ ] = remark or other dose. Unless noted, calls come from the whole dose curve; as a rule, active = well fitted inhibition curve with a large enough effect; inconclusive = small, poorly fitted or top-dose-only effect; inactive = no such curve, though single readings can be large or run the other way.
SMILES,D2 ag,TRHR ag,TRHR enhancer,PI4K2A block,D2 antagonist,USP1 inh,TrxR1 inh,TrxR1 substrate,IDH1 R132H inh
CC1(C)NS(=O)(=O)Oc2ccccc21,-0.4,0.1,-0.3,-1.4,-11.2,-23.2%,25.8%[57.1 µM],8.2%[57.1 µM],-4.0%
N#CC(C(=O)NCCc1ccccc1)c1nc2ccccc2nc1N1CCCCC1 (stereo unspecified),0.2,0.3,-2.9,4.0,-5.8,5.7%,7.4%,8.2%,-7.1%
O=C(Cn1cnc2ccccc2c1=O)c1ccc2ccccc2c1,/,-0.5,2.4,-6.4,/,-12.0%,17.4%[57.1 µM],21.3%[57.1 µM],0.3%
COc1cc(OC)nc(NC(=O)NS(=O)(=O)c2ccccc2Cl)n1,0.9,0.1,29.7,-0.7,-1.8,-16.0%,4.7%,-7.6%[0.0914 µM],6.6%
CN(C)c1ccc(CN(C(=O)c2cccs2)C2CCS(=O)(=O)C2)cc1 (stereo unspecified),-2.1,-0.9,8.3,3.0,-3.6,-10.6%,-7.0%[57.1 µM],-9.2%,1.1%
CCCOc1ccc(C(=O)NC(=S)Nc2nc3ccc(C)cc3s2)cc1,0.4,0.2,9.1,/,19.8,/,/,/,/
NC(=O)C1(N2CCCCC2)CCN(C(=O)c2ccc(-n3cnnn3)cc2)CC1,/,0.0,-5.4,4.2,/,-21.1%,3.5%[11.4 µM],5.2%[11.4 µM],3.8%
O=C(CN1C(=O)NC2(CCCC2)C1=O)OCc1ccc(Br)cc1,-0.3,-0.5,12.2,-4.3,-5.6,0.0%,5.2%,-10.1%[57.1 µM],-6.7%
Cc1c(OCc2nn[nH]n2)ccc2c3c(c(=O)oc12)CCC(C)C3 (stereo unspecified),0.0,-0.1,5.1,-2.7,-15.0,-19.6%,?,154.0%[activator],-2.5%
CCOc1ccc(C2Oc3nc(SC)nnc3-c3ccccc3N2C(C)=O)cc1OC (stereo unspecified),0.4,0.2,-0.9,-2.9,-10.8,-10.5%,8.6%[57.1 µM],0.8%[57.1 µM],12.3%
CC(=O)c1ccc(-c2nnc(CCC(=O)N(C)Cc3cnc4ccccn34)o2)s1,7.7,-1.2,1.0,2.0,-18.0,-22.2%,6.4%[57.1 µM],-15.2%[57.1 µM],12.3%
Cc1ccc(-c2nc(S(=O)(=O)c3ccc(F)cc3)c(SCC(=O)NCC3CCCO3)o2)cc1 (stereo unspecified),0.6,-0.5,0.8,-3.0,-6.5,-21.6%,8.3%[57.1 µM],-9.7%,0.4%
CC[C@H]1C=C[C@@H](C(C(=O)OC)C(=O)OC)CN1C(C)=O,/,/,/,-2.0,/,?,7.6%,0.2%,4.9%
O=C1CCCN1CCC1CCCCN1Cc1nc(-c2cnccn2)no1 (stereo unspecified),0.0,-0.2,-4.0,-5.6,-1.9,-18.4%,27.0%,9.4%,9.2%
Cc1ccc(Cn2c(NCCCn3ccnc3)nc3c2c(=O)n(C)c(=O)n3C)cc1,-1.7,-0.9,-0.6,-5.8,1.4,2.4%,9.0%[57.1 µM],10.1%[57.1 µM],1.4%
COc1ccccc1N1CCN(C(=O)c2nc(SC)ncc2Cl)CC1,-0.6,-0.6,2.4,2.1,/,-26.0%,14.5%,2.7%,0.0%
O=C(CCCN1C(=O)C2CCCCN2C1=O)N1CCN(c2ccc([N+](=O)[O-])cc2)CC1 (stereo unspecified),0.7,-0.1,-0.1,3.6,0.8,-3.8%,-8.9%,-10.9%,12.7%
Cc1cc(NS(=O)(=O)c2ccc(Nc3nc(-c4sc(N)nc4C)cs3)cc2)no1,-0.1,-0.4,1.0,?,-12.7,-23.6%,?,-16.1%,-9.6%
CCN(CC)CCNC(=O)C1c2ccccc2C(=O)N(C)C1c1cn(C)c2ccccc12 (stereo unspecified),-0.2,-0.2,-1.7,-4.5,-13.8,-17.3%,9.0%[57.1 µM],10.7%[57.1 µM],4.3%
Cc1cc(NC(=O)CN2C(=O)N(C)C3(CCCCC3)C2=O)ccc1Br,1.0,0.0,-4.0,-2.8,33.4*,-17.6%,16.9%,-1.9%,-10.3%
Cn1nc(-c2ccccc2F)c2cc(C(=O)NCc3ccccc3Cl)sc21,-0.7,-1.7,-3.2,-4.4,/,-17.6%,5.9%,-5.3%,-6.8%
CCOC(=O)c1ccc(N2CC(O)=C(c3nc4ccccc4c(=O)[nH]3)C2=N)cc1,0.2,1.1,-3.7,-1.4,8.3,-15.3%,-11.1%,23.3%,0.4%
COc1ccc(CCN(C(=O)C(F)(F)F)C(C(=O)NC2CCCC2)c2cccs2)cc1OC (stereo unspecified),0.2,-0.7,1.7,-2.8,-7.5,-11.5%,13.0%,4.5%,0.6%
Cc1ccc(C(=O)C(C)OC(=O)C2=COCCO2)cc1C (stereo unspecified),-0.6,-0.6,1.9,-0.8,6.4,-4.6%,1.5%,-1.7%,4.7%
Cc1ccc(C)c(NC(=O)CCC(=O)N/N=C/c2cccnc2)c1,0.5,1.0,-0.8,-2.9,-21.3,-9.0%,16.2%,-2.4%,-5.3%
c1ccc(-c2nnc(-c3ccco3)o2)cc1,2.7,-0.1,-4.2,-3.1,-12.7,-12.1%,10.7%,99.8%[activator],1.6%
O=C1NCC(CN(c2ccccc2)c2ccccc2)O1 (stereo unspecified),1.3,-0.2,-2.4,2.9,1.6,-16.3%,12.2%,0.7%,0.1%
CCN1CCCC1CNCC(=O)Nc1ccc(OC(F)(F)F)cc1 (stereo unspecified),-0.2,1.0,4.2,-4.4,-12.4,-5.1%,3.4%,-2.7%,0.2%
Cc1cc2cc(C)c(NCCNC(=O)c3ccccc3Cl)nc2cc1C,1.4,-1.7,-1.0,1.2,15.9,-12.0%,-0.2%,0.1%,-4.0%
CCOc1ccc(OCCN(C)Cc2ccccc2)cc1,0.6,0.3,4.7,7.4,10.0,-13.4%,3.4%[57.1 µM],-2.4%[57.1 µM],1.4%
Cc1cc(-c2ccc(C)c(S(=O)(=O)NCCc3ccco3)c2)on1,/,-0.2,0.7,-1.6,/,-20.4%,1.9%,-2.7%,6.9%
NC(=O)CC1C(=O)N(c2ccccc2)C(=S)N1NC(=O)c1ccc(Br)cc1 (stereo unspecified),2.7,0.1,3.4,-3.8,-21.3,-15.0%,6.6%,-5.2%,4.3%
CC(NC(=O)c1ccc2ccccc2n1)c1ccc(Br)cc1 (stereo unspecified),1.2,0.8,18.4,1.0,-7.0,-14.2%,11.7%,-3.9%,0.0%
O=C(CCC1CCCC1)Nc1ccc(OCC(=O)N2CCOCC2)cc1,-0.6,0.2,7.5,0.2,1.7,-6.1%,17.0%,4.1%,1.6%
CCOC(=O)N1CCC(NC(=O)c2sc3nc4n(c(=O)c3c2C)CCCC4)CC1,0.6,1.7,5.2,4.9,-5.5,-12.2%,15.7%[57.1 µM],0.5%[57.1 µM],-2.3%
CC(Sc1ccccc1)C(=O)N/N=C/c1ccccc1 (stereo unspecified),/,/,/,2.3,/,-15.9%,13.6%,6.8%,30.3%[activator]
CC(C)C(CCN1C(=O)CCC1=O)C1CCOC(C)(C)C1 (stereo unspecified),0.9,0.6,-4.7,1.8,26.8,4.1%,-7.3%,-7.9%,1.9%
